TAAR1 agonist = human TAAR1 agonism; 360,000 compounds, 0.99% hits; activation, % at 3 µM; CHO RD-HGA16 TAAR1, Fluo-8 calcium fluorescence; vehicle wells 0%, saturating PEA agonist 100%;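 active means activation above the mean activation of all test compounds in the run plus 3 SD, cut at about 38% in these data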
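Test system: RD-HGA16 (CHO) cells co-expressing Gα16 and hTAAR1 / Benchmarks: DMSO vehicle as 0%, PEA at EC100 as 100% / Repeats: no replicates (n 1) / Measure: % activation from peak over basal fluorescence ratio, DMSO-to-PEA scaled / Timing: 17-24 h plating, Fluo-8 75 min 37 °C, 30 min RT / Technique: kinetic Fluo-8 calcium fluorescence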
CHO-K1 Ca antag = M1 antagonist counterscreen hit in parental CHO-K1 cells; ATP-induced calcium, Fluo-8 fluorescence; inhibition, % at 3 µM; 360,000 compounds, 0.6% hits;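 active means inhibition above a per-plate cutoff, the plate's mean sample inhibition plus 3 SD, cut at about 24% in these data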;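 further: 0% = DMSO plus EC80 ATP and 100% = DMSO alone without ATP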
V1aR counter = V1a receptor agonism, counter-screen for OXTR agonists | P37288 | CHO-V1R cells, Fluo-8 calcium fluorescence, agonist mode; 0% DMSO, 100% 3 nM vasopressin | activation, % at 3 µM | 320,000 compounds, 0.25% hits | AID 2797;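 active means activation above the mean activation of all tested compounds plus 3 SD, per screening run, cut at about 20% in these data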;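 further: signal is peak over basal fluorescence ratio across a 100 second FLIPR read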
Target sequence (P37288 whole entry, looked up): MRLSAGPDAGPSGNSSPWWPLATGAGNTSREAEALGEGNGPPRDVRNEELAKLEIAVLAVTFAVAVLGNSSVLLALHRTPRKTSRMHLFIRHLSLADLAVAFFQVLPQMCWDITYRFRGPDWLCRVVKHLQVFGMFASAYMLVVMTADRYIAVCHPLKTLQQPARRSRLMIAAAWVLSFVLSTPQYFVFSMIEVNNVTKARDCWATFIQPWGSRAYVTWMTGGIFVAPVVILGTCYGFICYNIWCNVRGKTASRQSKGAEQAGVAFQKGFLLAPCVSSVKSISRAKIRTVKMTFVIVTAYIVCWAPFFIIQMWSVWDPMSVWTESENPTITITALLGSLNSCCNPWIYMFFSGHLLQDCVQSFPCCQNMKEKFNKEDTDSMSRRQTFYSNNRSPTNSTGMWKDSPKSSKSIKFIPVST
TAAR1 antagonist = human TAAR1 antagonism; CHO RD-HGA16 TAAR1, Fluo-8 calcium fluorescence, antagonist; 360,000 compounds, 1.5% hits; inhibition, % at 3 µM; AID 624466;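 active means inhibition above a per-plate cutoff, the mean inhibition of test compounds on that plate plus 3 SD, cut at about 49% in these data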;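 further: 0% = DMSO plus EC80 beta-PEA response and 100% = DMSO alone without agonist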
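Material: CHO RD-HGA16 cells bearing hTAAR1; compound dosing: one-point dosing, 3 µM nominal final; schedule: dye loading 75 min at 37 °C, then 30 min room temperature; measured by: calcium fluorescence with Fluo-8; control set: vehicle and agonist controls; replication: n of 1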
OXTR potentiate = human OXTR potentiation | activation, % at 3 µM | 320,000 compounds, 0.061% hits | P30559 | CHO-OTR cells, Fluo-8 calcium fluorescence, potentiator mode; 0% = oxytocin EC15, 100% = EC100;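 active means activation above that plate's cutoff, the mean activation of tested compounds plus 3 SD, cut at about 6.6% in these data, passing the limit was not always enough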;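 further: 100% uses oxytocin at 75 nM as the full agonist control; some results filed as inactive read as strong as hits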
Target sequence (P30559 whole entry, looked up): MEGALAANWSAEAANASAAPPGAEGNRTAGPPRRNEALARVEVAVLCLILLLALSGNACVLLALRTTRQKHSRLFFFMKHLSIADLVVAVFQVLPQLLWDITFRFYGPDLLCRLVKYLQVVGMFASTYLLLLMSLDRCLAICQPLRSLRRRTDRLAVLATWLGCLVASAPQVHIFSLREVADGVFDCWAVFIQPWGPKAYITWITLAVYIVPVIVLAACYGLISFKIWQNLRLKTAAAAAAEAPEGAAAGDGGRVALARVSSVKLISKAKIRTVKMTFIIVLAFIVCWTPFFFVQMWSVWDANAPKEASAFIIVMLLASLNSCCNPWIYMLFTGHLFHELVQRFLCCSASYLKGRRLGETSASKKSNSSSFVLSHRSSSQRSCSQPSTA
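Assay system: CHO cell line stably expressing human OTR. Reagent: EC15 oxytocin agonist. Dosing: single dose, 3.0 µM nominal final compound concentration. Timing: compound 6 min at room temperature before oxytocin, 100 s read. Signal: kinetic Fluo-8 calcium fluorescence. Controls: oxytocin EC15 low and EC100 high.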
M1 ag = human M1 muscarinic receptor agonism; P11229; CHO-K1 hM1, Fluo-8 calcium fluorescence, agonist mode; 0% DMSO, 100% acetylcholine EC100; activation, % at 3 µM; 360,000 compounds, 0.33% hits; AID 588814;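 active means activation above the run's mean compound activation plus 3 SD, cut at about 16% in these data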;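 further: peak over basal fluorescence ratio within a 140 s kinetic read after compound addition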
CHO-K1 Ca PAM = nonselective activator or artifact in parental CHO-K1 calcium assay; 360,000 compounds, 0.02% hits; ATP EC20, Fluo-8 calcium fluorescence; 0% at ATP EC20, 100% at ATP max; AID 602247; activation, % at 3 µM;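 active means activation above the run cutoff, the mean activation of all test compounds plus 3 SD, cut at about 40% in these data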;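 further: peak over basal fluorescence ratio in a 140 s read after ATP addition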
CHO parental Ca = counter-screen for OX1R antagonists: effect in parental CHO cells; parental CHO-K1, ATP-induced calcium, Fluo-8 fluorescence; inhibition, % at 5.6 µM; 330,000 compounds, 0.63% hits; AID 463079;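 active means inhibition above that plate's mean sample inhibition plus 3 SD, cut at about 26% in these data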;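 further: 0% = ATP-challenged DMSO wells and 100% = DMSO wells without ATP; some compounds past the cut are filed as inactive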
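Material: Parental CHO cells | Reagent: ATP | Compound dosing: Single nominal dose of 5.6 µM per compound | Detection: Intracellular calcium via Fluo-8 no-wash fluorescent dye | Read-out: % inhibition of ATP-induced calcium mobilization | Benchmarks: Low control ATP plus DMSO, high control DMSO only | Replicates: Singlicate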
M1 ag parental = nonselective activator or artifact in parental CHO-K1 cells; AID 602248; Fluo-8 calcium fluorescence; scaled to maximal ATP response, vehicle zero; activation, % at 3 µM; 360,000 compounds, 0.48% hits; in the data active means activation above about 15%;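 further: untransfected CHO-K1 host cells lacking M1 receptor as counterscreen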
An asterisk follows results filed as active; nt = not tested or not shown.

1. CC(=O)N1CCCc2cc(S(=O)(=O)NCCC3=CCCCC3)ccc21
2. O=C(O)C1CCN(Cc2ccccn2)CC1
3. COc1ccc(NC(=O)C(NCC(C)C)c2ccccc2)cc1Cl (centres undefined)
4. CCCn1nnc(NC(=O)c2cc(Br)cc(Br)c2OC)n1
5. O=S(=O)(c1ccc(F)cc1)c1snnc1-c1ccccc1
6. Cc1nnc(SCC(C)C)[nH]c1=O
7. CCOC(=O)C1Nc2ccc(Br)cc2C2C=CCC12 (centres undefined)
8. CCc1cccc(C)c1NC(=O)CSc1nnc(C)o1

screen / no. | 1 | 2 | 3 | 4 | 5 | 6 | 7 | 8
M1 ag | 1 | -8 | -8 | -6 | -13 | -3 | -2 | -3
TAAR1 agonist | 23 | 2 | 9 | -1 | 0 | 18 | 2 | 1
TAAR1 antagonist | 15 | 1 | -1 | 8 | 13 | 1 | -9 | -20
V1aR counter | 8.0 | 0.5 | 0.3 | -1.0 | -1.0 | 0.2 | -0.8 | 1.1
CHO-K1 Ca antag | 11 | 0 | -3 | 2 | 3 | -9 | -8 | 4
CHO parental Ca | 9 | -4 | -25 | -6 | -13 | -15 | -2 | -1
M1 ag parental | 5.1 | 0.4 | -0.5 | -0.2 | 0.4 | 0.1 | 0.5 | 0.5
CHO-K1 Ca PAM | 3 | 17 | 3 | 1 | 5 | 14 | 9 | -15
OXTR potentiate | -19 | 0 | -7 | 2 | -5 | -9 | -11 | -2

9. O=C(CSc1nnc(CNC(=O)c2ccccc2F)o1)NCc1ccco1
10. O=c1c([N+](=O)[O-])c(N2CCCCC2)c2ccccc2n1-c1ccccc1
11. COc1ccc(C(=O)NC2CCCc3ccccc32)cc1OC1CCN(C(C)=O)CC1 (centres undefined)
12. COC(=O)CC1NCCNC1=O (centres undefined)
13. Cc1ccccc1CN1C(=O)C(C)Sc2ccc(-c3ccco3)cc21 (centres undefined)
14. CCOC(=O)c1sc2nc3c(SCCC#N)cc(C(=O)c4cc(F)ccc4O)cn3c(=O)c2c1C
15. O=C(NC1CCCCC1)N(c1ccccc1)c1nnc(-c2cccc([N+](=O)[O-])c2)s1
16. CCCn1nc2cc(C(=O)NC3CCCc4ccccc43)ccc2c1OCC (centres undefined)

screen / no. | 9 | 10 | 11 | 12 | 13 | 14 | 15 | 16
M1 ag | -3 | -3 | -4 | 0 | -7 | -3 | -1 | -7
TAAR1 agonist | 4 | nt | 10 | 2 | 0 | 2 | -2 | -1
TAAR1 antagonist | -1 | nt | 27 | -9 | -20 | 4 | -19 | -22
V1aR counter | 0.0 | 0.5 | 4.2 | 0.5 | nt | 0.3 | nt | -1.4
CHO-K1 Ca antag | -14 | 1 | -16 | -2 | -9 | 7 | -7 | -7
CHO parental Ca | -5 | 4 | -17 | -13 | nt | 0 | nt | -18
M1 ag parental | 1.3 | 0.7 | 5.6 | 0.4 | 1.1 | 0.2 | 0.5 | -1.0
CHO-K1 Ca PAM | -3 | 6 | 14 | 14 | 16 | -6 | 12 | 13
OXTR potentiate | -1 | -13 | -7 | -12 | nt | -8 | nt | 1

17. CC(C)NC(=O)C1CCN(C2CCN(Cc3nc4ccccc4s3)CC2)CC1
18. Cc1ccccc1NC1=NCC(c2ccc([N+](=O)[O-])cc2)S1 (centres undefined)
19. COc1cc(/C=C/C(=O)c2ccc(NS(=O)(=O)c3ccc(C)cc3)cc2)ccc1OC(F)F
20. COc1ccc(CCNC(=O)CC2C(=O)NCCN2CC(C)(C)C)cc1 (centres undefined)
21. Cc1cc(N)c(C)c([N+](=O)[O-])c1C
22. COc1ccc(C(=O)Nc2ccc3c(c2)OCCO3)c(OC)c1
23. Cc1cccnc1NC(=O)Nc1ccccc1
24. COc1ccc(N(C)C(=O)Cn2c(=O)oc3ccccc32)c(OC)c1

screen / no. | 17 | 18 | 19 | 20 | 21 | 22 | 23 | 24
M1 ag | -4 | -1 | -5 | -8 | -4 | -2 | -3 | -8
TAAR1 agonist | -2 | 4 | 0 | 4 | -1 | 0 | -2 | -1
TAAR1 antagonist | 22 | 4 | 7 | 2 | 5 | 17 | 9 | -4
V1aR counter | -0.3 | 7.4 | 0.0 | 0.6 | -0.2 | nt | 0.4 | 0.2
CHO-K1 Ca antag | -10 | -16 | -3 | -7 | -11 | -11 | -1 | -1
CHO parental Ca | -13 | -1 | 6 | -27 | -3 | nt | -9 | -12
M1 ag parental | 1.1 | 19* | 1.2 | -0.1 | 0.1 | -0.1 | 0.0 | 0.4
CHO-K1 Ca PAM | 16 | 25 | 24 | -7 | 19 | 13 | 0 | -18
OXTR potentiate | -8 | -20 | 0 | -8 | -6 | nt | -3 | -6

25. Cn1c(SCC(=O)N/N=C/c2ccc([N+](=O)[O-])s2)nnc1-c1ccccc1
26. CCOc1ccccc1N1CCN(CC(=O)Nc2cc(C)on2)CC1
27. N#C[C@@H]1N(Cc2ccccc2)C(=O)[C@H]2CC3C=CC21O3 (some centres undefined)
28. Cc1ccc(-c2nnc(/C=C/c3ccccc3)o2)cc1
29. COCCNC(=O)COc1ncnc2ccc(Br)cc12
30. COc1ccc(CCNc2nc(-c3ccc(O)cc3)cs2)cc1OC
31. O=C1NC(=S)N/C1=C/c1cccc2ccccc12
32. O=C(Nc1cc(S(=O)(=O)N2CCOCC2)ccc1N1CCCC1)c1ccc2c(c1)S(=O)(=O)c1ccccc1C2=O

screen / no. | 25 | 26 | 27 | 28 | 29 | 30 | 31 | 32
M1 ag | -9 | 1 | -6 | -6 | -3 | 2 | -2 | -4
TAAR1 agonist | 0 | 5 | 14 | 5 | 5 | 6 | 1 | 4
TAAR1 antagonist | -4 | 20 | 4 | -9 | -6 | 29 | -6 | 13
V1aR counter | 0.1 | -0.3 | -0.5 | -0.2 | 3.5 | 12 | -0.6 | -1.2
CHO-K1 Ca antag | -7 | -1 | -26 | -8 | -8 | -4 | -5 | 6
CHO parental Ca | -15 | -9 | -16 | -9 | -4 | 58* | -9 | -13
M1 ag parental | 1.1 | 0.1 | 0.8 | 0.6 | -0.1 | 5.2 | -0.9 | 14
CHO-K1 Ca PAM | 12 | -6 | 18 | 10 | 2 | 9 | -10 | 7
OXTR potentiate | -3 | -11 | -11 | 1 | -3 | -14 | -11 | -18

33. N=c1ccn(CC(=O)c2ccc(-c3ccccc3)cc2)cc1
34. CCOC(=O)C1=C(C)NC(C)=C(C(=O)OCC)C1c1ccc(OC)c(OC)c1
35. O=C(Nc1ccc(-c2noc(-c3ccccc3F)n2)cc1)c1cccs1
36. CCN(C(=O)CSc1nc2scc(-c3ccccc3)c2c(=O)n1C)C1CCS(=O)(=O)C1 (centres undefined)
37. CCCCNC(=O)CSc1nc2cc3c(cc2c(=O)n1CCCC(=O)NCCc1ccc(OC)c(OC)c1)OCO3
38. COc1ccc(OC)c(NC(=O)C23CCC(C)(C(=O)O2)C3(C)C)c1 (centres undefined)
39. CC(=O)Nc1ccc(C(=O)N/N=C/c2ccccc2OCc2ccccc2)cc1
40. Cc1nc(NS(=O)(=O)c2ccccc2)sc1C(=O)NNS(=O)(=O)c1ccccc1

screen / no. | 33 | 34 | 35 | 36 | 37 | 38 | 39 | 40
M1 ag | -7 | -4 | -3 | -2 | -3 | -3 | -4 | -2
TAAR1 agonist | 2 | -1 | 3 | -1 | -2 | 6 | 13 | 3
TAAR1 antagonist | -15 | -2 | 3 | 7 | -20 | 4 | 52* | -17
V1aR counter | -0.6 | nt | 0.6 | 1.0 | -0.2 | -0.6 | 0.0 | 0.5
CHO-K1 Ca antag | -9 | -11 | 5 | -15 | -9 | -13 | -3 | -11
CHO parental Ca | -4 | nt | -5 | -5 | -8 | -16 | -22 | 3
M1 ag parental | 2.0 | 0.2 | 0.0 | 0.3 | -0.1 | -0.3 | 4.3 | 1.3
CHO-K1 Ca PAM | 3 | 17 | -9 | 5 | 4 | 17 | 9 | 15
OXTR potentiate | -6 | nt | -1 | -3 | 0 | 1 | 0 | -2

41. CCOC(=O)Cn1c(-c2ccccn2)nc2ccccc21
42. CC(C)CC(=O)NC(=S)Nc1ccccc1C(F)(F)F
43. O=C(Cc1ccccc1)N1O[C@H]2C=C[C@@H]1CC2
44. NC(=O)CC(NC(=O)c1ccccc1)c1ccc(NCc2ccccc2)c([N+](=O)[O-])c1 (centres undefined)

screen / no. | 41 | 42 | 43 | 44
M1 ag | -2 | -10 | -4 | -8
TAAR1 agonist | 0 | 14 | 1 | 10
TAAR1 antagonist | 6 | -7 | -3 | 7
V1aR counter | -0.9 | -0.6 | nt | 0.4
CHO-K1 Ca antag | -1 | 4 | -8 | 12
CHO parental Ca | 4 | -23 | -1 | -10
M1 ag parental | 0.5 | -0.2 | -0.5 | -0.7
CHO-K1 Ca PAM | 16 | -1 | 2 | -12
OXTR potentiate | -6 | -3 | nt | -4

Not a hit list, and some 3.3% of all compounds hit somewhere here.
